# Thrombin inh: blocks human thrombin protease activity; 220,000 compounds, 0.26% hits; inhibition, % at 5 µM; alpha-thrombin, Boc-VPR-AMC fluorogenic substrate cleavage; P00734;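 active = inhibition at or above 40%; inactive = inhibition below 40%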;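 also: 0% = enzyme with no compound and 100% = wells without enzyme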
#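 System – human alpha-thrombin · Medium – pH 7.5 Tris (50 mM) with NaCl 150 mM, Tween 20 0.05% · Compound – single-point dosing at 5 µM, 0.2% DMSO · Incubation – enzyme reaction carried out at room temperature · Technique – fluorescence of released AMC, ex 355 nm, em 460 nm · Read-out basis – % inhibition of thrombin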
# eIF4E 4G PPI: blocks eIF4E binding to eIF4G | P63073+Q04637 | TR-FRET eIF4E-eIF4GI(517-606) binding, 2 h | 220,000 compounds, 0.37% hits | inhibition, % at 21.7 µM;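 also: 0% = full FRET control wells and 100% = background wells lacking eIF4GI fragment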
# Cl transport mod: KCC2 (human) Cl- transport modulation; KCC2 cells, thallium flux FluoZin-2 fluorescence; B-score of Tl+ flux slope (higher = more flux/activation; lower = inhibition) at 10 µM; 190,000 compounds, 2.2% hits; AID 1456;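 active = thallium flux slope and its plate-corrected score both differing from the plate sample mean at a set confidence after two filtering rounds, in either direction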;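 also: slope of fluorescence scaled to starting intensity during 10 to 20 s after thallium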
# 14-3-3 Bad PPI: disrupts binding of bovine 14-3-3 zeta to phospho-Bad peptide | P63103 | TR-FRET 14-3-3zeta/Dy647-pBad peptide displacement, 1 h | AID 781 | 220,000 compounds, 0.71% hits | inhibition, % at 21.7 µM;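 active = inhibition above about 70%, limit read from the data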;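 also: 0% = full 14-3-3 plus peptide FRET controls and 100% = background without 14-3-3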
# Furin inhibitor: inhibitors of human furin; inhibition, % at 30 µM; P09958; purified furin, fluorogenic substrate cleavage; AID 463115; 220,000 compounds, 0.061% hits; in the data active = inhibition above about 25%; also: inactives centre near -15
# Target sequence (P09958 108-714 limits assumed): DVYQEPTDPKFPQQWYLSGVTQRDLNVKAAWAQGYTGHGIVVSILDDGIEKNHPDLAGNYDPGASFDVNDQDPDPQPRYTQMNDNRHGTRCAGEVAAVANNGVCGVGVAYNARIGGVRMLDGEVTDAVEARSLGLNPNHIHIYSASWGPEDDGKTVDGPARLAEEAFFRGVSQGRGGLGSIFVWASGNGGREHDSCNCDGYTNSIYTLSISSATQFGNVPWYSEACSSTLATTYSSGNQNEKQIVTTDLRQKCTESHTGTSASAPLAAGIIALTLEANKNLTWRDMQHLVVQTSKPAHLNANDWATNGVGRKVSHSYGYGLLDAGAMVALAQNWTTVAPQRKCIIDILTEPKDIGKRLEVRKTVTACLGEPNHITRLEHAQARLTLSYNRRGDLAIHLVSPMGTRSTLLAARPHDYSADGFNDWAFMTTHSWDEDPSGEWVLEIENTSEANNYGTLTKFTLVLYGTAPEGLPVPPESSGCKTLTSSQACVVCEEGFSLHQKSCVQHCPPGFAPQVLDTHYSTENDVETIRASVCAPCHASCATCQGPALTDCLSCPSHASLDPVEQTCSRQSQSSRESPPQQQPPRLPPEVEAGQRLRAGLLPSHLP
# NCF1 inh: p47phox (human) inhibition | p47phox/p22phox peptide binding, fluorescence polarization, 2 h | inhibition, % at 24.7 µM | 220,000 compounds, 0.53% hits | AID 1274;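 also: 0% = p47phox with labelled peptide and 100% = labelled peptide alone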
# Rad51 HR inh: Rad51 (human) homologous recombination inhibition; Q06609; 200,000 compounds, 0.085% hits; inhibition, % at 10 µM; hRad51 DNA strand exchange, fluorescence dequenching;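 active = inhibition above 40% at the single screening dose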;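 also: 0% = DMSO control wells and 100% = blanks with heterologous ssDNA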
#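 Material: human Rad51–ssDNA filaments; Probe or stimulus: labelled 47-mer dsDNA for strand exchange; Doses: single 10 µM dose; Incubation: 37 °C 15-min filament assembly, 30-min compound preincubation, 15-min exchange; Technique: FRET fluorescence dequenching, excitation 485 nm, emission 520 nm; Measure: Fluorescence-based percent inhibition, control- and blank-normalised; Benchmarks: plate control and blank wells.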
# EBV gp42 inh: blocks Epstein-Barr virus glycoprotein 42 binding | 220,000 compounds, 0.42% hits | Fluorescence polarization binding assay, mP read-out | Q1HVG2 | inhibition, % (tested at 21.74 µM); in the data active = inhibition above about 50%
# Target sequence (Q1HVG2 whole entry, looked up): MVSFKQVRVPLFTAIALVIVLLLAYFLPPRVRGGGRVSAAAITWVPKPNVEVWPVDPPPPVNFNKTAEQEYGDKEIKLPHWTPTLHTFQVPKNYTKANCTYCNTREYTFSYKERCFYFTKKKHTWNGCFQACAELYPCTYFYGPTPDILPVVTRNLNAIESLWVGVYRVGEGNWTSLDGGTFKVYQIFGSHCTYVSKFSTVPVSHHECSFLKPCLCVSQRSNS
# KLK5 inh: inhibitors of human kallikrein 5; Q9Y337; recombinant hK5, fluorogenic AMC substrate cleavage; inhibition, % at 5 µM; 210,000 compounds, 0.59% hits; AID 873;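 active = inhibition of 40% or more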;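 also: 0% = enzyme controls without compound and 100% = no-enzyme blanks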
# Target sequence (Q9Y337 67-293 limits assumed): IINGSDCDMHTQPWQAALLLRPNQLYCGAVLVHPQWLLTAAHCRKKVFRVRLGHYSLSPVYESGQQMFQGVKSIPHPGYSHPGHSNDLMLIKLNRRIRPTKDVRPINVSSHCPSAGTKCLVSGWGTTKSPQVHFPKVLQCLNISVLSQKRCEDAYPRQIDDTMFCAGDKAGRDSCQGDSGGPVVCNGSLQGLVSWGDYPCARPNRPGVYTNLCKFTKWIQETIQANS
# * hit, by the source's call; nt = no result given; [ ] = dose if it differs, or a comment.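 The calls were made as follows, unless noted: active = inhibition above about 30% (limit read from the data); inactive = the rest.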 Rows are unselected; overall some 4.7% were active at least once.
SMILES,Thrombin inh,eIF4E 4G PPI,Cl transport mod,14-3-3 Bad PPI,Furin inhibitor,NCF1 inh,Rad51 HR inh,EBV gp42 inh,KLK5 inh
CCOC(=O)N1CCN(c2cc(=O)n(-c3ccc(Br)cc3)c(=O)[nH]2)CC1,-1,3,nt,4,-48,-7,-3,-6,10
O=C(NCc1ccccc1Cl)C1CCN(c2cnccn2)CC1,-5,5,-0.61,-7,-13,-3,-1,-4,-7
Cc1ccc(OCC(=O)Nc2ccccc2N2CCOCC2)c(C)c1,3,-3,-0.67,-5,-10[20 µM],-12,-9,-24,-13
O=C(N/N=C/c1ccc(O)cc1)c1nc(-c2ccccc2)n(-c2ccccc2)n1,1,-2,0.63,-20,-11,-13,nt,-10,-1
COc1ccc(-c2nc(SC)n(S(=O)(=O)c3ccccc3)n2)cc1,1,1,1.2,-3,1[20 µM],-8,-7,-10,-9
Cc1ccccc1N(C(=O)c1csnn1)C(C(=O)NC(C)(C)C)c1cccs1 (stereo unspecified),2,-1,0.17,8,-18,-1,7,-10,-6
CC(=O)ONC(=Nc1ccccc1)c1nonc1N,1,-2,0.011,-4,-13,-5,-16,-14,4
CCCN(CCC)C(=O)Cn1c2ccccc2c2nc(=O)cc(C)n21,-1,1[fluorescence artefact?],-1.6,8,-32,2,nt,-13,-5
O=C1CC(c2cccs2)c2cc3c(cc2N1)OCCO3 (stereo unspecified),6,1,0.2,-6,-24[20 µM],-14,0,-6,0
Cc1c(=O)n(OCc2cccc(F)c2)c2ccccc2[n+]1[O-],-1,-3,0.39,0,-15[20 µM],-3,-1,-3,18
CCN(CC)C(=O)c1cccc2nc3ccccc3nc12,-8,3,0.89,11,-8,-1,nt,-2,0
CC(=O)N1CCN(CC(=O)Nc2ccc(C)c(S(=O)(=O)N(C)C)c2)CC1,-6,0,0.36,8,-20,-20,5,4,10
COc1ccc(CC(=O)Nc2cc(S(=O)(=O)N3CCCCC3)ccc2C)cc1OC,-2,1,nt,0,-35,nt,nt,-9,nt
COc1ccc(Oc2cc(C)c3cccc(C)c3n2)cc1,-3,-15,1.2,-6,-16[20 µM],0,nt,-20,-22
CC(C)CCn1c(SCC(=O)c2ccccc2)nc2c1c(=O)[nH]c(=O)n2C,0,-1[fluorescence artefact?],0.84,5[fluorescence artefact?],-4[20 µM],2,-1,-9,-2
CCOc1ccc(C(=O)Nc2ccc3c(c2)OCCO3)cc1[N+](=O)[O-],-6,-2,1.1,-13,5,0,8,0,4
COc1cc(OC)nc(NC(=O)NS(=O)(=O)c2ccccc2Cl)n1,-11,-3,0.092,5,-20,-10,nt,-1,-3
Cc1ccc(NC(=O)NC2(C(=O)NCc3ccccc3)CCCCC2)cc1,-3,-17,-1.4,0,5[20 µM],4,1,-16,-8
NNC(=S)NCc1ccc2c(c1)OCO2,-12,0,0.26,-1,-18,-7,-3,3,-13
CCNc1nc(Oc2ccc(C(=O)OC)cc2)nc(N2CCOCC2)n1,1,1,-0.92,4,-3,-2,3,-14,0

# Full records as entered above. Screens in order: Thrombin inh, eIF4E 4G PPI, Cl transport mod, 14-3-3 Bad PPI, Furin inhibitor, NCF1 inh, Rad51 HR inh, EBV gp42 inh, KLK5 inh
# CCOc1ccc(C(=O)Nc2ccc3c(c2)OCCO3)cc1[N+](=O)[O-] is listed with -6, -2, 1.1, -13, 5, 0, 8, 0, 4
# CCOC(=O)N1CCN(c2cc(=O)n(-c3ccc(Br)cc3)c(=O)[nH]2)CC1 is listed with -1, 3, nt, 4, -48, -7, -3, -6, 10
# CCN(CC)C(=O)c1cccc2nc3ccccc3nc12 is listed with -8, 3, 0.89, 11, -8, -1, nt, -2, 0
# COc1ccc(CC(=O)Nc2cc(S(=O)(=O)N3CCCCC3)ccc2C)cc1OC is listed with -2, 1, nt, 0, -35, nt, nt, -9, nt

# Further structures follow.
SMILES,Thrombin inh,eIF4E 4G PPI,Cl transport mod,14-3-3 Bad PPI,Furin inhibitor,NCF1 inh,Rad51 HR inh,EBV gp42 inh,KLK5 inh
CCCCn1c(=O)[nH]c(=O)c2c1nc(CN1C(=O)c3ccccc3S1(=O)=O)n2CCC,-10,-15,0.73,-8[fluorescence artefact?],-18,-18,3,-35,-27
COCC(C)n1c(C)cc(C(=O)CSc2nc(C)c(C)c(C)n2)c1C (stereo unspecified),-4,-3,-0.71,-7,-17,-18,-11,-7,-1
O=C(Nc1ccc2c(c1)CCC2)c1cnc(Cl)c(Cl)c1,-17,0,0.77,-3,-6,-4,1,-6,-4
COc1ccc(NC(=O)c2ccc(Cl)c(NC(=O)c3ccncc3)c2)cc1,-12,-2,nt,0,-9,4,-8,-6,2
CNC(=O)c1nnsc1S(=O)c1ccc(Cl)cc1 (stereo unspecified),0,-4,0.62,-4,-27,8,3,-7,0
Cn1c(SCC(=O)N2CCCC2)nc2ccccc21,nt,4,0.018,0,-6,-5,-3,-9,-7
COc1ccc(C(OC(=O)c2ccco2)C(=O)NC2CCCCC2)cc1 (stereo unspecified),-3,0,1.6,-1,-13[20 µM],-3,7,-3,-1
COc1ccc(Cn2ccnc2SCC(=O)Nc2cccc(NC(C)=O)c2)cc1,-5,2,-0.64,-29,-24,-4,31,1,-10
CCCCN(Cc1ccccc1)S(=O)(=O)c1ccc2[nH]c(=O)oc2c1,1,4,0.011,4,-5[20 µM],-18,1,-13,-16
CC(=O)c1cc2c(cc1N/C(=N/S(=O)(=O)c1ccc(Br)cc1)c1ccccc1)OCO2,0,0,0.96,4,-23,nt,nt,-12,nt
CC(C)(C)NC(=O)CSc1nc2ccccc2n1-c1ccccc1,1,-1,-0.097,7,-8[20 µM],-16,4,4,12
Nc1ccc(S(=O)(=O)NNC(=O)C(=O)NNc2ccccc2)cc1,-8,-6[fluorescence artefact?],0.96,-1[fluorescence artefact?],11,-1,-2,-6,-9
O=C(COC(=O)CSc1nnc(-c2ccc(Cl)cc2)o1)Nc1cc(Cl)cc(Cl)c1,7,0,-0.021,-5,-19,-15,-1,-28,-3
Cc1ccc(SCC2=NN(c3nc(C)cc(C)n3)C(=O)C2)cc1,35,-1,-1.9,-8,-7,-14,-1,12,3
Cc1cccc(-c2cc(C(=O)NCc3ccccn3)c3ccccc3n2)c1,10,-1,-0.075,2,-3,-44,-2,6,-2
COc1cccc(/C=N/Nc2nc3ccccc3[nH]2)c1OC,3,1,0,-4,-6,-18,6,-6,0
O=[N+]([O-])c1cc(-c2ccc(/C=N/c3nc4ccccn4c3-c3ccco3)o2)ccc1Cl,-4,13[fluorescence artefact?],0.65,58[fluorescence artefact?],-1[20 µM],16,-3,9,-5
O=C(CCN(NC(=O)c1ccccc1)C1=NS(=O)(=O)c2ccccc21)NC1CCCCC1,3,0,-0.36,-13[fluorescence artefact?],-11,-5,11,-6,-25
O=C(O)CN1C(=O)CNC1=O,-3,2,0.74,10,-31[20 µM],-8,-11,-16,-7
COC(=O)[C@@]1(Cc2ccc(OC)cc2)[C@H]2c3cc(C(=O)N(C)C)n(C[C@H](O)CO)c3C[C@H]2CN1C(=O)c1ccccc1,3,-5,0.082,-1[fluorescence artefact?],-8,-4,1,-9,-1
CCOC(=O)C1C(=O)CC(C)(O)C(C(=O)OCC)C1c1ccc(Br)cc1 (stereo unspecified),-4,0[fluorescence artefact?],nt,11[fluorescence artefact?],-20,-7,4,-3,3
COc1ccc(CN2CCN(c3ncccn3)CC2)c(OC)c1,20,0,0.066,38,-10,14,0,-2,-16
COc1ccccc1NC(=S)NC(=O)c1c(-c2ccccc2Cl)noc1C,-8,-5,3.7*,-14,-17,-1,-1,-15,1
Cc1ccc(-c2cn3c(=S)[nH]nc3s2)cc1,-1,30[fluorescence artefact?],-0.79,10[fluorescence artefact?],-9,-7,nt,-20,-12
O=C(CSc1nnnn1-c1ccccc1F)Nc1nc2ccccc2s1,3,-1,-1.3,1,-14[20 µM],-81,-3,-14,-8
c1ccc(OCc2nnc3sc(C4COc5ccccc5O4)nn23)cc1 (stereo unspecified),2,2,0.092,7,-35,-18,-2,-4,-18
CN(C)n1cccc1/C=C(\C#N)S(=O)(=O)c1cccc(Cl)c1,0,-1,0.035,-1,-19,-16,18,-3,4
Cc1ccc(OCC(=O)NNC(=S)NC(=O)C(C)(C)C)c(Br)c1,-4,-2,50*,-26,-17,-9,0,-11,-20
c1ccc(-c2csc(Cc3nnc4n3CCCCC4)n2)cc1,6,-9,-1.8,3,-17[20 µM],4,-9,-14,5
CSc1ccc(-c2nc3cnccn3c2Nc2ccc3c(c2)OCO3)cc1,-2,3[fluorescence artefact?],-0.64,-4,-9[20 µM],-5,-6,-20,3
CC(=O)N(C)c1cccc([N+](=O)[O-])c1,1,2,0.5,-9,-18,0,-7,-2,1
C#CCOCCOCCOCCNc1nc(N2CCN(C(=O)[C@H]([C@@H](C)CC)n3cc(CCCN=C(N)N)nn3)CC2)nc(N2CCN(C(=O)[C@H](C)n3cc(CCCN=C(N)N)nn3)CC2)n1,31,4[fluorescence artefact?],1.2,75*,-19,10,nt,-15,-5
Cc1ccc(S(=O)(=O)Nc2cc(=O)[nH]c(SCC(=O)Nc3cccc(C)c3)n2)cc1,-1,-8,-0.85,-5,-18,-1,12,-4,3
Cc1[nH][nH]c(=O)c1C(c1cc2c(cc1Br)OCO2)c1c(C)[nH][nH]c1=O,2,2,0.69,-14,-16,-22,-7,-4,-21
O=C(CCN1CCN(c2ccccc2F)CC1)Nc1ccc2c(c1)OCO2,-2,1,-0.97,1,-14,-13,-11,9,4
CCCCNC(=O)c1cc2ccccc2s1,28,-1,-0.25,5,3,1,-4,-7,24
CCOc1ccc(NC(=O)c2cc3c(=O)n(C)c4ccccc4c3n2C)cc1,-4,-4,-2,-8,-11,13,-7,-13,0
CC(c1ccccc1)N1C(=O)CC(Sc2ncccc2C(=O)O)C1=O (stereo unspecified),2,-4,0.05,4,-15[20 µM],-11,3,-15,3
COc1ccc(-c2cnc(SCC(=O)Nc3ccc4c(c3)OCO4)n2Cc2ccco2)cc1,-3,3,0.22,1,-8[20 µM],-8,nt,-10,6
COc1ccc(N=c2cc(-c3ccc(O)cc3)oc3ccccc23)cc1,0,6,-0.2,-17[fluorescence artefact?],5,-48,8,-8,-8
O=C(Cc1ccc(-n2cccc2)cc1)NC1CCCCCC1,2,3,-4.2*,-6,-3[20 µM],-21,-5,-12,-13
Cn1c(=O)oc2cc(S(=O)(=O)N3CCCC(C(=O)NCCN4CCOCC4)C3)ccc21 (stereo unspecified),-4,-1,0.18,3[fluorescence artefact?],-23,-8,-2,-1,-6
Cc1ccc2nc(C)cc(Nc3ccc([N+](=O)[O-])cc3)c2c1,-10,2,-1.1,77*,4,-2,2,-1,-2
c1cncc(-c2nc(NCc3cccs3)c3ccccc3n2)c1,5,-1,-0.24,2,-34,2,-7,-7,4
O=C(COC(=O)c1ccc(NS(=O)(=O)c2cccs2)cc1)NCC1CCCO1 (stereo unspecified),-6,1,-0.89,0,-21,-9,3,-1,0
COc1ccccc1NC(=O)Nc1cc(F)ccc1F,2,-7,-0.048,-10,-25,-7,0,-4,2
Cn1c(=O)c(C(=O)COC(=O)c2cc(-c3ccco3)nc3ccccc23)c(N)n(CC2CC2)c1=O,0,8[fluorescence artefact?],-0.93,-4,-15,-59,nt,-21,-17
